Compound activity: PubChem BioAssay, several laboratories
PLK1 PBD inh – Plk1 polo box domain binding inhibitors, primary screen, biochemical, fluorescence polarization. 97,000 compounds, 0.13% hits. AID 693, 2007. Plk1 PBD phosphopeptide binding. inhibition, %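 (tested at about 20 µM)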. Serine/threonine-protein kinase PLK1 (Homo sapiens), P53350; in the data active means inhibition above about 34%, passing the limit was not always enough
Target sequence (P53350 whole entry, looked up, the tested form may be a part): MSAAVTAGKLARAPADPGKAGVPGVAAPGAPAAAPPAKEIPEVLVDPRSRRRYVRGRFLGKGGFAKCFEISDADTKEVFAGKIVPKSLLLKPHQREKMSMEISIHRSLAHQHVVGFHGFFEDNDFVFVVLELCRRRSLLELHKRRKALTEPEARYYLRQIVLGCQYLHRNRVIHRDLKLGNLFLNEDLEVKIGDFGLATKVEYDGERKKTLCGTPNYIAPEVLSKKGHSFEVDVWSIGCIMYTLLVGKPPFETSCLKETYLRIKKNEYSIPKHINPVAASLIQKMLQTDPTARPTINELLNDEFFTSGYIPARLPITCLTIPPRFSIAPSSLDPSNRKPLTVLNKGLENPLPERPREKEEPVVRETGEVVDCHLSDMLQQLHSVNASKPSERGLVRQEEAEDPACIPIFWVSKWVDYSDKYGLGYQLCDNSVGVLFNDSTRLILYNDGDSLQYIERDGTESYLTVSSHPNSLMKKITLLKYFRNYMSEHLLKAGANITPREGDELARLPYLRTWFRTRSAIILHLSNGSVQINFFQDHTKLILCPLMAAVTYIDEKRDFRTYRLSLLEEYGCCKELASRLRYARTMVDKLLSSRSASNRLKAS
HIV Rev-RRE inh – HIV-1 Rev-RRE binding inhibitors, primary screen, biochemical, FRET, protein-RNA interaction. P05866. Rev peptide-RRE RNA binding. inhibition, % at 8 µM. 97,000 compounds, 0.79% hits. AID 704, 2007;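 active means inhibition above the screen-wide mean plus 3 SD, cut at about 35% in these data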;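 further: 0% = median DMSO wells and 100% = median Neomycin B control wells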
Target sequence (P05866 whole entry, looked up): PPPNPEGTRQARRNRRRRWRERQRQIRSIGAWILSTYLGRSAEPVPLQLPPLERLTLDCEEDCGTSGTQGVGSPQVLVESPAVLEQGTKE
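Test system – labelled RRE RNA duplex and labelled Rev peptide · Reagent – labelled Rev peptide · Doses – one concentration, 8 µM nominal · Incubation – 5 + 15 min at 25 °C · Signal – FRET fluorescence readout · Read-out basis – % inhibition of FRET ratio versus controls · Control set – DMSO wells as 0% and neomycin B wells as 100% inhibition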
PLK1 kinase inh – human PLK1 kinase inhibitors, primary screen, biochemical, TR-FRET; 97,000 compounds, 0.53% hits; recombinant PLK1 kinase, TR-FRET peptide phosphorylation; Serine/threonine-protein kinase PLK1 (Homo sapiens), P53350; inhibition, % at 10 µM;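 active means inhibition of 50% or more in the single-concentration screen; inactive means inhibition below 50%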;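 further: 0% = DMSO max control and 100% = H-89 dihydrochloride min control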
Calb biofilm kill – clotrimazole potentiators killing Candida biofilms, primary screen, with clotrimazole, Alamar Blue | 85,000 compounds, 0.14% hits | C. albicans biofilm + clotrimazole | inhibition, % at 6 µM | AID 834, 2007;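 active means inhibition above 20%; inactive means inhibition below 20%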;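 further: preformed 24 hr biofilms exposed to compound for 48 hr; 0% = biofilm without compound and 100% = blank killed by clotrimazole plus chlorhexidine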
LYP act – LYP phosphatase activators, primary screen, biochemical, DiFMUP fluorescence, 2 µM; Tyrosine-protein phosphatase non-receptor type 22 (Homo sapiens), Q9Y2R2; recombinant LYP; 0 = plate median, 100 = signal doubled; activation, % at 2 µM; 96,000 compounds, 0.11% hits;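 active means activation at 2 µM above a set limit, the mean plus 5 SD, cut at about 37% in these data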
CYP2C9 inh – blockers of cytochrome P450 2C9 activity – biochemical, luminescence, ADME assay, primary screen; CYP2C9 Supersomes, luciferin-H conversion; inhibition, % at 5 µM; 96,000 compounds, 20% hits; AID 777, 2007;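 active means blocking of liver enzyme CYP2C9 beyond about 50% at 5 µM, limit read from the data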; further: values of inactives mirror those of a sister screen read the other way
LYP inh 2 – PTPN22 phosphatase inhibitors, primary screen, biochemical, DiFMUP fluorescence, 2 µM; Tyrosine-protein phosphatase non-receptor type 22 (Homo sapiens), Q9Y2R2; recombinant LYP catalytic domain; inhibition, % at 2 µM; 96,000 compounds, 0.21% hits; AID 640, 2007;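 active means inhibition at 2 µM at or above a set limit, the screen mean plus 3 SD, cut at about 24% in these data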;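 further: 0% = DMSO with enzyme and 100% = enzyme fully blocked by orthovanadate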
EphB4 antag – EphB4-ephrin-B2 interaction antagonists, primary screen, biochemical, TNYL-RAW peptide probe, fluorescence polarization. Ephrin type-B receptor 4 (Homo sapiens), P54760. EphB4 LBD / TNYL-RAW-Alexa532 peptide. inhibition, % at 7 µM. 97,000 compounds, 0.15% hits. AID 720, 2007;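 active means inhibition above the screen-wide mean inhibition plus 3 SD, cut at about 15% in these data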;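 further: 0% = DMSO wells and 100% = excess unlabeled TNYL-RAW peptide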
CYP2C9 act – human CYP2C9 activators, primary screen, biochemical, luminescence. Cytochrome P450 2C9 (Homo sapiens), P11712. recombinant CYP2C9, luciferin-H conversion; stronger effect = higher value; factor 1 = untreated enzyme, 0 = blocked. activation factor at 5 µM. 96,000 compounds, 1.4% hits;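 active means activation factor of 2 or more for CYP2C9 at a 5 µM dose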;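 further: 0 = sulfaphenazole-blocked wells and 1 = vehicle-only wells; values of inactives mirror those of a sister screen read the other way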
Starred values were filed as active, the others as inactive; / = no result given.

Field names: A = PLK1 PBD inh; B = HIV Rev-RRE inh; C = PLK1 kinase inh; D = Calb biofilm kill; E = LYP act; F = CYP2C9 inh; G = LYP inh 2; H = EphB4 antag; I = CYP2C9 act
1: COc1ccc(NC(=O)c2c(-c3ccccc3)noc2C)c(OC)c1
  A = -5; B = 4; C = -1; D = 2; E = -1; F = 31; G = -2; H = -1; I = 0.7

2: Cc1nn(-c2ccccc2)c2sc(C(=O)NC3CCCCC3)cc12
  A = 17; B = 6; C = -11; D = 10; E = 12; F = 70*; G = -12; H = 1; I = 0.3

3: CN(Cc1ccc(OC(F)F)cc1)C(=O)c1ccc2nccnc2c1
  A = -8; B = 1; C = -3; D = 2; E = 3; F = 3; G = -5; H = -6; I = 1

4: COc1ccc(CNn2c(C)nc3ccccc3c2=O)cc1
  A = -6; B = 6; C = -9; D = 8; E = 2; F = 42; G = -2; H = 9; I = 0.6

5: CNc1nc(C)c(C(C)=O)cc1C#N
  A = -12; B = 6; C = -14; D = 3; E = -4; F = -4; G = 7; H = 4; I = 1

6: Cc1cccc(-c2c3c(=O)n(C)c(=O)n(C)c3cn2C(C)C)c1
  A = 2; B = 1; C = 5; D = 1; E = -10; F = 57*; G = 8; H = 1; I = 0.4

7: Cc1ccc(C(=O)Nc2oc(-c3ccccc3)cc2C#N)cc1
  A = -28; B = 12; C = -16; D = 10; E = 19; F = 2; G = -15; H = 0; I = 1

8: Cc1ccc(C(=O)N2CCC(C)CC2)cc1C
  A = -23; B = -1; C = -10; D = -1; E = 0; F = /; G = -1; H = -8; I = /

9: O=C(O)CCC(=O)N1CCc2cc(S(=O)(=O)N3CCN(c4ccc(F)cc4)CC3)ccc21
  A = -20; B = 2; C = -13; D = 14; E = -4; F = -2; G = 3; H = 0; I = 1

10: CCOC(=O)N1CCC(NC(=O)c2ccc3c(=O)n4c(nc3c2)CCCC4)CC1
  A = -31; B = 6; C = -11; D = 5; E = 8; F = 29; G = -11; H = 1; I = 0.7

11: O=C(c1ccc2c(c1)OCCO2)C1CCN(S(=O)(=O)c2ccccc2F)CC1
  A = -6; B = 7; C = -1; D = 3; E = -5; F = -10; G = 6; H = 0; I = 1.1

12: Cn1c(N)c(C(=O)COC(=O)Cn2cc(C(F)(F)F)ccc2=O)c(=O)n(C)c1=O
  A = 1; B = 3; C = -5; D = /; E = 2; F = 10; G = -2; H = -1; I = 0.9

13: COc1cc(-c2nc(-c3cccc(C)c3)no2)cc(OC)c1OC
  A = -23; B = 3; C = -17; D = 6; E = -2; F = /; G = 3; H = 4; I = /

14: CCOCCCNc1nc(=S)[nH]c2cc(OC)c(OC)cc12
  A = -5; B = 6; C = -10; D = 4; E = -9; F = -15; G = 6; H = 10; I = 1.1

15: C=CCOc1c2ccc(C(=O)NC3CCCc4ccccc43)cc2nn1C (stereo not drawn)
  A = -24; B = -2; C = -5; D = /; E = 2; F = 10; G = 0; H = -9; I = 0.9

16: O=c1c2c(nc3c(-c4cccc(Br)c4)c[nH]n13)CCCC2
  A = -21; B = 1; C = -2; D = 8; E = -6; F = -2; G = 4; H = -2; I = 1

17: N=c1n(Cc2ccccc2)c2ccccc2n1CC(O)c1ccco1 (stereo not drawn)
  A = 19; B = -7; C = -9; D = 8; E = 2; F = 5; G = -1; H = -2; I = 0.9

18: CCOc1ccc(NC(=O)CSc2nnc(C34CC5CC(CC(C5)C3)C4)n2C)cc1
  A = -6; B = 11; C = -16; D = 2; E = 3; F = 43; G = 0; H = 0; I = 0.6

19: CCCCn1c(SCC(=O)N2c3ccccc3CCc3ccccc32)nc2c1c(=O)n(C)c(=O)n2C
  A = 0; B = 1; C = -12; D = 3; E = 3; F = /; G = -3; H = -3; I = /

20: CCOC(=O)CN1C(=O)C(C)(C)Oc2ccc(C(=O)Nc3ccccc3)cc21
  A = 10; B = 6; C = 10; D = 5; E = 6; F = 50; G = -8; H = 6; I = 0.5

21: CCOC(=O)c1ccc(Nc2ncnc3ccc(C)cc23)cc1
  A = 26; B = 10; C = -3; D = -5; E = -10; F = -5; G = 12; H = 3; I = 1.1

22: COc1cc(NC(=O)c2ccco2)c(OC)cc1NC(=O)Nc1ccc(Cl)cc1
  A = -13; B = -2; C = -12; D = -4; E = 0; F = 45; G = -3; H = -12; I = 0.6

23: O=C(OCc1ccccc1Cl)c1ccc(-n2cnnc2)cc1
  A = 12; B = 1; C = -2; D = 6; E = 3; F = 90*; G = -8; H = 0; I = 0.1

24: COc1cc(C)c(Cl)cc1S(=O)(=O)N(C)C
  A = 15; B = 5; C = -14; D = 3; E = 4; F = -68; G = -4; H = 3; I = 1.7

25: Cc1nn(Cc2ccccc2)c(C)c1NC(=O)CSc1nc(C2CC2)nc2c1cnn2-c1ccccc1
  A = -7; B = 2; C = -5; D = /; E = -6; F = 64*; G = 9; H = 1; I = 0.4

26: Cc1c(C(=O)NCc2ccc3c(c2)OCO3)sc2nc(-c3ccccc3)cn12
  A = -8; B = -3; C = -6; D = /; E = 2; F = 10; G = -5; H = -4; I = 0.9

27: CCOc1cc2[nH]c(=O)n(Cc3cccc(OC)c3)c(=O)c2cc1OCC
  A = 19; B = -1; C = -34; D = 4; E = -12; F = 7; G = 10; H = -6; I = 0.9

28: CC1(C)C(c2cccs2)=[N+]([O-])C2(CCCCC/C2=N\O)N1O (stereo not drawn)
  A = -2; B = 9; C = -16; D = 4; E = -4; F = 3; G = -4; H = 2; I = 1

29: Nc1c(C(=O)c2ccccc2)oc2ccccc12
  A = -2; B = 2; C = -7; D = 5; E = 0; F = 34; G = -3; H = 5; I = 0.7

30: CCOC(=O)N1CCN(C(=O)c2ccc(N3CCCC3=O)cc2)CC1
  A = 9; B = 0; C = 0; D = 5; E = -1; F = 2; G = -1; H = -14; I = 1

31: OC1CN=C2C=CC=CN2C1 (stereo not drawn)
  A = 3; B = 6; C = 25; D = -3; E = 28; F = 8; G = -31; H = -6; I = 0.9

32: O=C(Cc1c[nH]c2ccccc12)Nc1nc2ccccc2[nH]1
  A = 23; B = 9; C = 0; D = 0; E = 5; F = 58*; G = -6; H = -1; I = 0.4

33: Cc1ccc(C(=O)CC2(O)C(=O)N(Cc3ccccc3)c3ccccc32)o1 (stereo not drawn)
  A = 4; B = 6; C = -7; D = -4; E = 2; F = -17; G = -2; H = 8; I = 1.2

34: CCCn1nnnc1NC(=O)c1cccs1
  A = -3; B = 5; C = -2; D = 3; E = -11; F = 16; G = 12; H = 0; I = 0.8

35: COc1ccccc1NC(=O)N1CCCC1C(=O)NC12CC3CC(CC(C3)C1)C2 (stereo not drawn)
  A = 22; B = 7; C = -8; D = 8; E = 4; F = -14; G = -5; H = -3; I = 1.1

36: O=C(CCN1CCN(c2ccccc2F)CC1)Nc1ccccc1F
  A = 8; B = 0; C = 7; D = 4; E = -4; F = 66*; G = 4; H = -2; I = 0.3

37: Cc1cc(NC(=O)C2CCCN(S(=O)(=O)c3cnc[nH]3)C2)ccc1Br (stereo not drawn)
  A = 2; B = 3; C = 0; D = 6; E = -6; F = 94*; G = 4; H = 7; I = 0.1

38: CCN(CCNC(=O)C1CCCN(S(=O)(=O)CC)C1)c1ccccc1 (stereo not drawn)
  A = 8; B = 5; C = -11; D = 6; E = -7; F = 2; G = 5; H = 1; I = 1

39: Cn1c(=O)n(-c2ccc(Cl)cc2)c(=O)c2c3c(sc21)COC(C)(C)C3
  A = -12; B = 0; C = -7; D = 6; E = 9; F = 5; G = -13; H = 0; I = 0.9

40: CCc1ccc(NC(=S)N2CCN(c3cccc(C(F)(F)F)c3)CC2)cc1
  A = 18; B = -1; C = -12; D = /; E = 6; F = 3; G = -2; H = 0; I = 1

41: CC(C(=O)N1CCN(C=O)CC1)N1C(=O)c2ccccc2C1=O (stereo not drawn)
  A = 13; B = 5; C = -6; D = -2; E = -2; F = -15; G = 0; H = 9; I = 1.2

42: O=C(CCC(=O)NC1CCCCCC1)Nc1nnc(C(F)(F)F)s1
  A = -5; B = 8; C = -10; D = 0; E = -2; F = 66*; G = 2; H = -3; I = 0.3

43: CSc1ccc(C(=S)N2CCN(CCO)CC2)cc1
  A = -5; B = 3; C = -8; D = -3; E = -5; F = -6; G = 4; H = 2; I = 1.1

44: CN1c2cccc3cccc(c23)N(C)C1(C)C
  A = 7; B = 1; C = -4; D = -3; E = 0; F = -2; G = 1; H = 3; I = 1

45: Cc1ccccc1C(=O)Nc1ccc(N2CCOCC2)nc1
  A = 2; B = 4; C = -13; D = /; E = 2; F = 0; G = 2; H = -7; I = 1

46: OCc1cn(-c2ccccc2)nc1-c1ccc2c(c1)OCCO2
  A = -4; B = 1; C = -3; D = 4; E = -7; F = 0; G = 7; H = -5; I = 1

47: Cc1cccc(-c2nnc(SCc3nc4ccccc4[nH]3)n2Cc2ccco2)c1
  A = -16; B = 10; C = -4; D = 9; E = 2; F = 70*; G = -3; H = 5; I = 0.3

48: CCN(CC)S(=O)(=O)c1ccc(NC(=O)c2ccc(N(C)S(C)(=O)=O)cc2)cc1
  A = -9; B = 8; C = -4; D = 6; E = -11; F = /; G = 10; H = -8; I = /

49: COC(=O)CS(=O)(=O)c1ccc2c(c1)CC(=O)N2
  A = -19; B = 8; C = -8; D = 1; E = 7; F = 3; G = -8; H = 1; I = 1

50: Cc1cccnc1NC(=O)C1CCCN(S(=O)(=O)c2ccc3c(c2)oc(=O)n3C)C1 (stereo not drawn)
  A = -13; B = 2; C = -10; D = 2; E = 4; F = 40; G = -4; H = 0; I = 0.6

51: CCOC(=O)c1cc2sc(C)cc2n1CC(=O)N(CC)CC
  A = -3; B = 3; C = -13; D = -4; E = 1; F = -5; G = -1; H = 9; I = 1

52: CCN1CCN(Cc2c(O)c(Cl)cc3c(C)cc(=O)oc23)CC1
  A = -1; B = 11; C = -4; D = -4; E = -3; F = -5; G = 2; H = 13; I = 1.1
